FUS suppressor: suppressors of FUS proteinopathy in yeast; S. cerevisiae FUS-expressing, growth rescue, OD600, 24 h; AID 1347120; 0.24% of 390,000 active; Potency, µM (highest dose often 76.6 µM), inactives show at the highest dose growth rescue (activation), actives largely listed as activators; active means well fitted activation curve with a large enough effect; inconclusive means small, poorly fitted or top-dose-only effect; inactive means no such curve, though single readings can be large or run the other way;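 further: plate controls were DMSO vehicle for no effect and reference control for full effect; nearly all actives have a fitted effect of over 55% in size; some results filed as inactive show a strong effect at the top dose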
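Cultures pregrown in 2.5% raffinose medium are shifted to minimal medium containing 2% galactose to express toxic FUS. Compounds are tested at several concentrations. After 24hr at 30C, growth is quantified at 600 nm absorbance.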
* marks the source's active call; other numbers are inactive results; ? = inconclusive; & = joins results of further samples. Potency means the concentration at half of the fitted maximal effect.

A first look (five entries):
SMILES	FUS suppressor
CCOC(=O)CC[C@H]1CC[C@]2(CCCN(S(C)(=O)=O)C2)O1	-14%
C=CCN1C(=O)[C@@H](CC(=O)N2CCC(c3ccccc3)CC2)[C@]2(C(=O)OCC)CCCCC/C=C/12	38%
Cc1ccc(-c2nc(C3CCCN(S(=O)(=O)c4ccc(C)c(C)c4)C3)no2)cc1 (stereo unspecified)	35%
CCOc1ccc(CCNC(=O)C2CCCCC2)cc1OCC	-3%
CC(C)(C)OC(=O)NCc1cc2c(cc1/C=C/S(=O)(=O)NC1CCCC1)OCO2	-14%

The whole of this part (from the top)
SMILES	FUS suppressor
CCOC(=O)CC[C@H]1CC[C@]2(CCCN(S(C)(=O)=O)C2)O1	-14%
C=CCN1C(=O)[C@@H](CC(=O)N2CCC(c3ccccc3)CC2)[C@]2(C(=O)OCC)CCCCC/C=C/12	38%
Cc1ccc(-c2nc(C3CCCN(S(=O)(=O)c4ccc(C)c(C)c4)C3)no2)cc1 (stereo unspecified)	35%
CCOc1ccc(CCNC(=O)C2CCCCC2)cc1OCC	-3%
CC(C)(C)OC(=O)NCc1cc2c(cc1/C=C/S(=O)(=O)NC1CCCC1)OCO2	-14%
CCCCCC(=O)NC1CCCCN(Cc2ccccc2C)C1=O (stereo unspecified)	6%
CC(C)c1cc(C(C)C)c(S(=O)(=O)N2CCCC(C(=O)N3CCN(Cc4ccccc4)CC3)C2)c(C(C)C)c1 (stereo unspecified)	17%
CC(C)CN1CN2Cc3ccccc3C2CS1(=O)=O (stereo unspecified)	33%
Cc1cc(C)cc(N(CC(=O)NC2CCC(C)CC2)S(=O)(=O)c2ccc(Br)s2)c1 (stereo unspecified)	-17%
c1ccc(Cn2c(SCC3CCC3)nnc2-c2cccnc2)cc1	12%
C[C@@H]1CN([C@@H](C)CO)C(=O)c2cccc(NC(=O)Nc3cccc4ccccc34)c2O[C@H]1CN(C)S(=O)(=O)c1ccc2c(c1)OCCO2	?
CCOc1ccc(-c2nc(CSCC(=O)NC3CCC3)c(C)o2)cc1	6%
CCN(CC)C(=O)CSc1nnc(-c2ccc(C(C)(C)C)cc2)n1-c1ccc(Cl)cc1	?
Cc1nc2ccc(S(=O)(=O)NCC(=O)N(C)Cc3ccc(F)cc3)cc2s1	8%
COc1ccccc1CCC[C@H](CCS(=O)(=O)C(C)C)CC1CCCCC1	33%
O=C1CCC2(CCCCC2)N1CCCO	-22%
C[C@H]1[C@@H](OC(=O)NCc2cccc(C(F)(F)F)c2)CC[C@@]23CCCN2C(=O)CCC[C@@H]13	14%
Cc1ccc(F)cc1C(=O)N1CCCC(c2nc(-c3cccs3)no2)C1 (stereo unspecified)	9%
Cc1ccccc1CNC(=O)C1C2C=CC3(CN(Cc4ccccc4)C(=O)C13)O2 (stereo unspecified)	3%
CC(C)C(NC(=O)[C@H](Cc1ccc(O)cc1)NC(=O)OC(C)(C)C)P(=O)(O)OC(Cc1ccccc1)C(=O)O (stereo partly specified)	-4%
O=S(=O)(c1ccccc1)N1CCC(c2nc3ccccc3o2)CC1	-4%
CCCCn1cnc2c(=O)[nH]ccc21	4%
Cn1ccc2cc(S(=O)(=O)N3CCN(S(=O)(=O)c4c(F)cccc4F)CC3)ccc21	6%
O=C(C1CCN(c2ncnc3c2sc2cccc(F)c23)CC1)N1CCN(Cc2ccccc2)CC1	7%
CS(=O)(=O)N[C@@H]1C[C@@H]2O[C@@H](CO)CC[C@@H]2O[C@@H]1CCc1ccc(/C=C/c2ccccc2)cc1	?
(continued)
SMILES	FUS suppressor
CC(C)C[C@H](NC1(C(=O)NC2CCCCC2)CCOCC1)C(=O)NCC(c1ccccc1)c1ccccc1	41%
CCN(CC)c1ccc(C=Nn2c(-c3ccc(F)cc3)n[nH]c2=S)c(O)c1	?
CCCC(=O)N1CCC(C(=O)NC2CCCc3ccccc32)CC1 (stereo unspecified)	3%
O=S(=O)(c1cccs1)N1CCC(c2cn3ccccc3n2)CC1	44%
O=C(Nc1ccccc1C(F)(F)F)OC1CCC12CCC(c1ccccc1)CC2 (stereo unspecified)	-6%
c1nc(NCC2CC2)c2cc(-c3ccc4c(c3)OCO4)ccc2n1	-5%
CC1(C)CC(=O)N(CC(=O)N2CCN(c3cccc(Cl)c3Cl)CC2)c2ccccc2S1(=O)=O	39%
CCCC[C@H]1C2CC(OC(=O)Nc3ccc(Br)cc3)C(C2)[C@H]2CCCCN21 (stereo partly specified)	12%
CN(C)c1cccc(/C=C2\CC3(OC(=O)c4ccco4)CCCN2C3)c1 (stereo unspecified)	-6%
C(#CC1=CCCCC1)CNCc1ccccc1	-1%
CCC[C@H]1[C@@H](NCC2CCCCC2)CC[C@@]23CCCN2C(=O)CCC[C@@H]13	27%
O=C1CCC[C@H]2CC3(CC[C@]24CCCN14)OCCO3	-14%
COc1ccc(-n2c(SCC(=O)Nc3ccccc3-c3ccccc3)nnc2-c2cccnc2)cc1	?
COCC(=O)N[C@@H]1C[C@@H]2O[C@H](CO)CC[C@@H]2O[C@@H]1CCc1ccc(-c2ccccc2)cc1	?
O=C(NC1CCCCN(Cc2ccc(Cl)cc2)C1=O)c1cccc([N+](=O)[O-])c1 (stereo unspecified)	31%
CCOC(=O)[C@@]12CCCC=C1N(CCc1ccc(Cl)cc1)C(=O)[C@H]2CC(=O)N1CCOCC1	26%
O=[N+]([O-])c1cc(C=NN2CCN(Cc3ccccc3Cl)CC2)ccc1Cl	-3%
COc1ccc(-n2c(SCC(=O)Nc3ccc(Oc4ccccc4)cc3)nnc2-c2ccco2)cc1	34%
CCCCNC(=O)C[C@H]1C[C@@]2(C(=O)OC)C(=C[C@H](C(C)C)O[C@@H]2C2CC2)N(Cc2ccco2)C1=O	?
CCOC(=O)CC[C@H]1CC[C@]2(CCCN(C(=O)c3ccco3)C2)O1	-4%
O=C(CSc1nc2ccccc2n1Cc1ccccc1)NNC(=S)Nc1ccccc1	?
COc1ccc(CN(C)C(=O)C2CCCN(c3nc4ccccc4o3)C2)cc1 (stereo unspecified)	17%
CCCC/C=C1/[C@H](c2ccccc2)N(C)C2=N[C@@H](c3ccccc3)CC(=O)N21	3%
CCC(CC)NC(=O)O[C@H]1CC[C@@]23CCCN2C(=O)CCC[C@H]3C1	-4%
Oc1ccc(CNc2ccccc2C(F)(F)F)c2cccnc12	1%

Some of the entries so far, as labelled records.
Compound: O=C1CCC[C@H]2CC3(CC[C@]24CCCN14)OCCO3
  FUS suppressor: -14%
Compound: COc1ccc(-n2c(SCC(=O)Nc3ccccc3-c3ccccc3)nnc2-c2cccnc2)cc1
  FUS suppressor: ?
Compound: COCC(=O)N[C@@H]1C[C@@H]2O[C@H](CO)CC[C@@H]2O[C@@H]1CCc1ccc(-c2ccccc2)cc1
  FUS suppressor: ?

Additional entries:
SMILES	FUS suppressor
COc1ccc(C=Nn2c(-c3ccccc3F)n[nH]c2=S)cc1OCc1ccccc1	10%
C#CCNC(=O)C[C@H]1C[C@@]2(C(=O)OC)C(=C[C@H](C3CCCC3)O[C@@H]2C)N(Cc2ccc(Cl)cc2Cl)C1=O	?
O=C(NC1CCCCN(Cc2cccc(C(F)(F)F)c2)C1=O)c1ccc(COc2ccccc2)cc1 (stereo unspecified)	40%
COC(=O)c1cc(-c2cccc(C(C)C)c2)c(=O)n2c1CCC2	26%
CCCC(=O)OC12CCCN(C1)/C(=C/c1ccc(Cl)cc1)C2 (stereo unspecified)	-10%
CN(Cc1ccco1)C(=O)c1cccc2c1C(=O)N(Cc1cccnc1)C2	10%
COc1ccc2[nH]c3c(c2c1)CCN[C@]31C(=O)Nc2ccccc21	6%
COC(=O)c1cccc(Cn2ccc3ccc(-c4ccc5ccn(C(=O)c6ccccc6)c5c4)cc32)c1	22%
COCCCNC(=O)C[C@H]1C[C@@]2(C(=O)OC)C(=C[C@H](C(C)C)O[C@@H]2C2CC2)N(CCC2=CCCCC2)C1=O	45%
Cc1ccc(S(=O)(=O)N2CCCC(C(=O)Nc3c(C)n(C)n(-c4ccccc4)c3=O)C2)cc1C (stereo unspecified)	0%
CC(=O)N1CCN(c2cc(-c3ccco3)nc3cc(-c4ccccc4)nn23)CC1	?
COC(=O)[C@]12C[C@H](CC(=O)NCc3ccc(OC)c(OC)c3)C(=O)N(Cc3ccc(Cl)cc3Cl)C1=C[C@H](C1CCCC1)O[C@@H]2C	?
C#CCNC(=O)C[C@@H]1C(=O)N2CCCC3=C2[C@@]1(C(=O)OC)CCCC3	-16%
COC(=O)[C@@H]1[C@H](O[Si](C)(C)C(C)(C)C)C2OC2C[C@H]1S(=O)(=O)c1ccccc1 (stereo partly specified)	34%
Cc1ccc(-n2c(SCC(=O)Nc3ccc(Oc4ccccc4)cc3)nnc2-c2cccc(C)c2)cc1	12%
COc1ccccc1NC(=O)OC1CC2CC1[C@H]1CCCCN1[C@H]2C (stereo partly specified)	-9%
CC(C)C(NC(=O)[C@H](Cc1ccccc1)NC(=O)OCc1ccccc1)P(=O)(O)OC(Cc1ccccc1)C(=O)O (stereo partly specified)	18%
Cc1cc(C)nc(N2CCN(C(=O)CSc3nc4ccccc4nc3N3CC(C)OC(C)C3)CC2)n1 (stereo unspecified)	1%
C=CCN1C(=O)[C@@H](CC(=O)NCCCN2CCCC2=O)[C@]2(C(=O)OC)CCCCC=C12	10%
CCOC(=O)[C@]12CCCC=C1N(CCCOC)C(=O)[C@@H]2CC(=O)N1CCC(c2ccccc2)CC1	10%
COC(=O)[C@]12C[C@H](CC(=O)N3CCOCC3)C(=O)N(CCc3ccc(OC)c(OC)c3)C1=C[C@H](C1CCCC1)O[C@@H]2C	42%
Cc1ccc(C(=O)N(C)[C@H]2C[C@H]3c4[nH]c5c(-c6ccc7c(c6)OCO7)cccc5c4CCN3C[C@H]2[C@H](C)O)cc1	-4%
COC(=O)C[C@@H]1CC[C@H]2[C@H](COc3ccc(NC(=O)Nc4ccc(Cl)cc4)cc3C(=O)N2C)O1	?
CC(C)CN1C(=O)[C@]2(CC(=O)N(C)C2c2ccccc2)c2cc(-n3cc(CN(C)C)nn3)ccc21 (stereo partly specified)	3%
CC1CCCN(CCCNS(=O)(=O)c2cc3c(cc2Br)CCN3C(=O)C2CC2)C1 (stereo unspecified)	-2%

Fetched by compound from above:
SMILES	FUS suppressor
O=C(NC1CCCCN(Cc2cccc(C(F)(F)F)c2)C1=O)c1ccc(COc2ccccc2)cc1 (stereo unspecified)	40%
COc1ccc2[nH]c3c(c2c1)CCN[C@]31C(=O)Nc2ccccc21	6%
COC(=O)c1cc(-c2cccc(C(C)C)c2)c(=O)n2c1CCC2	26%

Other results follow.
SMILES	FUS suppressor
Cc1ccc(C(=O)N2CCC(Oc3cccnc3)CC2)c(C)c1	-21%
O=C(CSc1nc2ccccc2n1Cc1ccccc1)NN=C/C=C/c1ccccc1	?
CC(C)C[C@H](NC1(C(=O)NCCc2c[nH]c3ccccc23)CCN(C)CC1)C(=O)NCCCc1ccccc1	20%
Nn1c(SCc2cccc3ccccc23)nnc1-c1cc(-c2ccc(F)cc2)n[nH]1	-9%
O=C(NC1CCCCN(Cc2cccc(Cl)c2)C1=O)c1cccc2nsnc12 (stereo unspecified)	?
O=C(Nc1sc2c(c1-c1nc3ccccc3s1)CCNC2)C(F)F	14%&18%
CCC[C@H]1[C@@H](NC(=O)NCC)CC[C@@]23CCCN2C(=O)CCC[C@@H]13	-15%
Cn1c(COc2ccccc2)nnc1SCC(=O)Nc1ccc(OCc2ccccc2)cc1	33%
CC(C)CNC(=O)OCc1cn(Cc2cccc(F)c2F)nn1	-1%
Cc1cc(NS(=O)(=O)c2ccc(NC(=O)CSc3nnc(SCc4ccc(Cl)cc4)s3)cc2)nc(C)n1	?
CCOC(=O)c1cccc(NC(=O)CN(C)S(=O)(=O)c2ccco2)c1	2%
O=S1(=O)c2ccc(Br)cc2OC[C@@H](Cc2ccccc2)N1Cc1cn(Cc2ccco2)nn1	2%
Cc1ccc2nc(-c3ccc(NC(=O)CSc4nnc(-c5ccccc5)n4Cc4ccco4)cc3)sc2c1	?
C=CS(=O)(=O)N(Cc1nnn(Cc2ccccc2)c1Br)[C@@H](CC(C)C)C(=O)OC	28%
COC(=O)[C@]12C[C@H](CC(=O)NCc3cccc(C(F)(F)F)c3)C(=O)N(CCc3ccc(OC)c(OC)c3)C1=C[C@H](C1CCCC1)O[C@@H]2C	?
COC(=O)C[C@H]1CC[C@@H]2[C@H](COc3ccc(NC(=O)c4cnccn4)cc3C(=O)N2C)O1	12%
N#Cc1ccc(/C=C2\CC3(OC(=O)c4ccco4)CCCN2C3)cc1 (stereo unspecified)	-8%
COC(=O)[C@]12C[C@H](CC(=O)NCC3CCCCC3)C(=O)N(Cc3cccc4ccccc34)C1=C[C@H](C(C)(C)C)O[C@@H]2C	35%
COc1ccc(-c2nnc(SCC(=O)Nc3ccc4cn[nH]c4c3)n2Cc2ccco2)cc1	19%
CCOC(=O)[C@@]12CCCC3=C1N(CCC3)C(=O)[C@H]2CC(=O)NCc1cccs1	10%
Cc1ccc(Cn2cc(COC(=O)NCC(C)C)nn2)cc1	-11%
COC(=O)[C@]12C=CCN1[C@@H](c1ccc(Cl)cc1)c1c(c3ccccc3n1S(=O)(=O)c1ccc(C)cc1)C2	18%
Cc1cccc(C)c1NC(=O)[C@H]1CC(=O)O[C@@H]1c1ccccc1	-3%
Cc1ccc(NC(=O)C2CC3CCC2C3)c(C)c1 (stereo unspecified)	5%
Cc1cc(C)nc(NC(=S)N2CCN(c3ncc(C(F)(F)F)cc3Cl)CC2)c1	-1%
O=C(CSc1nnc(COc2ccccc2)n1-c1ccc(Cl)cc1)Nc1ccc2c(c1)OCCO2	33%
CCN(CC)C(=O)CC[C@@H]1CC[C@]2(CCCN(C(=O)C3CCCCC3)C2)O1	-7%
CC(C)Oc1ccc(S(=O)(=O)N2CCCCCC2)c2ccccc12	-13%
COc1ccc(CNC(=O)c2sc3nc(C)c(Cl)c(C)c3c2N)cc1	5%

Assay outcomes: PubChem, National Center for Advancing Translational Sciences (NCATS)

An excerpt; the hit share may differ from the screen's.
